# D3 ag: D3 dopamine receptor (human) agonism | P35462 | D3R DiscoveRx beta-arrestin cells, luminescence, 90 min | max activation, % | actives 0.58% (n = 410,000) | AID 652048; in the data active means max activation above about 30%; further: 0% is about no effect; mostly tested at two doses, the higher about 12 µM
#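 Agonist mode: compounds and dopamine controls were applied to plated cells for 90 min at 37 degrees C after an overnight attachment at 1500 cells/well. Luminescent read-out followed 30 - 60 minutes at room temperature with DiscoveRx detection reagent.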
# EPAC2 antagonist: blocks human EPAC2 exchange factor; Q8WZA2; EPAC2 GEF exchange of Rap1B-BODIPY-GDP, fluorescence; Potency, µM (series often up to 114 µM), without a hit: at the top dose activity, negative = inhibition, actives largely listed as inhibitors; actives 0.18% (n = 360,000); further: potency means the concentration at half of the fitted maximal effect; on the % scale 0 is the no-effect control and ±100 the full control effect; nearly all actives have a fitted effect of over 45% in size; many of its hits are not listed in these tables
# Target sequence (Q8WZA2 whole entry, looked up): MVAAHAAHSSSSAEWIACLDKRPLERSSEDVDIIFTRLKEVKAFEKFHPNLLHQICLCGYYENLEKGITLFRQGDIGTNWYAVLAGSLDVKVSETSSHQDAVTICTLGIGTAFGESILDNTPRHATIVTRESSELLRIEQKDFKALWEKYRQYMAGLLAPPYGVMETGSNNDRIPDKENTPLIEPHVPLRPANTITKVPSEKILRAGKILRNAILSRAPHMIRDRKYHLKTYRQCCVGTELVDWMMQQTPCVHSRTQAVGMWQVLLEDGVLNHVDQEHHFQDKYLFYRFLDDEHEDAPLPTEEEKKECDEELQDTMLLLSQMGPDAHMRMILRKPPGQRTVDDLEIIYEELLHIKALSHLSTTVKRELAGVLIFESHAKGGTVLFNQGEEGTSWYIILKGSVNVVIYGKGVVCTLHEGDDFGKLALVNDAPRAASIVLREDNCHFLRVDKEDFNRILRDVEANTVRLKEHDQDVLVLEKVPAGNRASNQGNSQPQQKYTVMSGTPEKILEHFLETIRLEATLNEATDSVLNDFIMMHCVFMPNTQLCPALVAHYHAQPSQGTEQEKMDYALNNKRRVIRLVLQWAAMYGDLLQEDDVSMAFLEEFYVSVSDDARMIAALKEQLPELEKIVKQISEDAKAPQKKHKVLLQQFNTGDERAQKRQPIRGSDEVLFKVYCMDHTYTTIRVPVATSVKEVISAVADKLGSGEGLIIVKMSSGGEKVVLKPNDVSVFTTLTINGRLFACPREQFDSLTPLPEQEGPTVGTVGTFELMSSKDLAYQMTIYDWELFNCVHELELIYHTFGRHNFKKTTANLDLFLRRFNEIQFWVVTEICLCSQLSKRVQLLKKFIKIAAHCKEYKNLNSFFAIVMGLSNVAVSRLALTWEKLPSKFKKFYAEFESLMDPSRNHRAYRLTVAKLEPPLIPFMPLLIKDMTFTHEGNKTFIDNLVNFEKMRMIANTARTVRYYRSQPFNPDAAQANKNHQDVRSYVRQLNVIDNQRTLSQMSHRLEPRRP
# FUS suppressor: rescues growth of FUS-expressing yeast; S. cerevisiae FUS-expressing, growth rescue, OD600, 24 h; Potency, µM (highest dose often 76.6 µM), for the others: top-dose growth rescue (activation), usual class: activators; actives 0.24% (n = 390,000); AID 1347120;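 further: potency means the concentration at half of the fitted maximal effect; plate controls were DMSO vehicle for no effect and reference control for full effect; nearly all actives have a fitted effect of over 55% in size; some results filed as inactive show a strong effect at the top dose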
#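 Cultures pregrown in 2.5% raffinose medium are shifted to minimal medium containing 2% galactose to express toxic FUS. Compounds are tested at several concentrations. After 24hr at 30C, growth is quantified at 600 nm absorbance.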
# EPAC2 agonist: agonists of human EPAC2 (RAPGEF4) | Q8WZA2 | actives 0.079% (n = 360,000) | Potency, µM (top dose mostly 154 µM), without a hit: at the highest dose activation, usual class: activators | EPAC2 activation, biochemical qHTS; response scale: 100% = 6.5 mM cAMP response; further: potency means the concentration at half of the fitted maximal effect; nearly all actives have a fitted effect of over 50% in size
#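 Exchange assay: 100 nM EPAC2 with 250 nM Rap1B-BODIPY-GDP and 50 uM GDP. Fluorescence (ex 480/em 540 nm) read every 5 min for 30 min at room temperature. Data normalized to 6.5 mM cAMP as agonist control.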
# Abeta rescue: restores growth of yeast expressing A-beta42 peptide. yeast expressing A-beta42, growth rescue, OD600, 48 h; response scale: 0% DMSO, 100% iron-clioquinol control. Potency, µM (highest dose often 46.1 µM), without a hit: at the highest dose growth rescue, actives largely listed as activators. actives 0.063% (n = 410,000). AID 1347071; further: potency means the concentration at half of the fitted maximal effect; nearly all actives have a fitted effect of over 55% in size
#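 Yeast A-beta toxicity model in growth medium with pinned compounds, 48 h at 30 C; growth read as absorbance at 600 nm. Normalized to FeCl3/clioquinol equimolar mix (positive) and DMSO (negative).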
# DRD3 antagonist: D3 dopamine receptor (human) antagonism | P35462 | D3R cells, DiscoveRx beta-arrestin luminescence, antagonist mode; hits give low values | max response, negative = inhibition, % | actives 2.5% (n = 360,000); in the data active means max response below about -50%; inconclusive means no clear call, values can overlap the other calls; further: on the % scale 0 is the no-effect control and ±100 the full control effect; mostly tested at two doses, the higher about 12 µM
#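 Cells plated overnight at 1500 cells/well, then exposed to library compounds with dopamine controls for 90 minutes at 37 degrees C. DiscoveRx reagent added for 30–60 minutes at room temperature; luminescence read, quantitative HTS format.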
# TDP43 rescue: TDP-43 toxicity inhibition in yeast; Potency, µM (series often up to 46.1 µM), without a hit: top-dose growth rescue (activation), actives largely listed as activators; TDP-43 expressing yeast growth rescue, BacTiter-Glo, 24 h; actives 1.8% (n = 410,000); further: potency means the concentration at half of the fitted maximal effect; % of control where 0% means no effect; nearly all actives have a fitted effect of over 50% in size
#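 Cell-based yeast growth screen: TDP-43 expression induced in galactose, inoculum OD600=0.02 after raffinose pregrowth to mid-log. Read-out BacTiter-Glo luminescence at 24 hr, 30 deg C; inhibition of toxicity seen as signal increase.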
# aSyn yeast inh: rescues yeast growth from alpha-synuclein toxicity; AID 652106; actives 0.14% (n = 370,000); Yeast expressing alpha-synuclein, growth rescue, BacTiter-Glo, 24 h; Potency, µM (series often up to 46.1 µM), inactives show at the highest dose growth rescue (activation), most hits filed as activators; further: potency means the concentration at half of the fitted maximal effect; % of control where 0% means no effect; nearly all actives have a fitted effect of over 65% in size
#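 Screening used galactose-induced yeast with toxic alpha-synuclein levels, exposed to compound for 24 hr at 30 deg C. Cell growth, read with BacTiter-Glo luminescence, gave the measured signal.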
# An asterisk follows results filed as active; ? = inconclusive; nt = not tested or not shown; & = joins results of further samples; [ ] = dose if it differs, or a comment. Unless noted, the call rests on the fitted dose curve; in most records, active means well fitted curve in the direction sought with a large enough effect; inconclusive means small, poorly fitted or top-dose-only effect, or another doubt; inactive means no such curve, though single readings can be large; an effect the other way counts as inactive or inconclusive.
SMILES,D3 ag,EPAC2 antagonist,FUS suppressor,EPAC2 agonist,Abeta rescue,DRD3 antagonist,TDP43 rescue,aSyn yeast inh
COc1cc(NC(=O)C(C)Oc2ccccc2)c(C(=O)O)cc1OC (stereo unspecified),0,1%,9%,1%,10%,4,15%,3%
C[C@H](CO)N1C[C@H](C)[C@@H](CN(C)C(=O)Nc2cccc(Oc3ccccn3)c2)OCc2cnnn2CCCC1=O,-6,-2%,18%,2%,6%,-12,16%,5%
NC(=O)c1ccccc1NC(=O)COc1ccc(Cl)cc1,3,5%,-28%,7%,1%,-2,-7%,0%
CN1CCN(C(=O)C23CC4CC(C)(CC(C)(C4)C2)C3)CC1,-21,4%,-24%,0%,8%,-71*,9%,0%
COc1cc(C(C(=O)NCC2CCCO2)N(C(=O)Cn2nnc3ccccc32)c2ccc(C(C)=O)cc2)ccc1O (stereo unspecified),-8,3%,12%,11%,2%,-17,-8%,-3%
Cc1nc(N/N=C/c2ccccn2)sc1C,3,-3%,-7%,4%,-9%,2,-8%,?
Cc1ccc(CNC(=O)C2CCN(S(=O)(=O)c3cccc4nonc34)CC2)cc1,7&0,7%,22%&-7%,-4%,-8%&-10%,0,-21%&8%,1%
COCC(C)NC(C(=O)Nc1ccc(C)c(Cl)c1)c1ccccc1 (stereo unspecified),2,-5%,10%,4%,14%,1,10%,2%
CN1CCN(C(=O)/C(=C\c2cccc([N+](=O)[O-])c2)NC(=O)c2cccs2)CC1,3,-2%,-19%,17%,14%,1,19%,-5%
O=C(Nc1ccc(C(F)(F)F)cc1)C1CCCCN1S(=O)(=O)c1ccccc1 (stereo unspecified),-7,-23%,nt,1%,-3%,-4,?,10%
Cc1cc(C)cc(C(=O)N2CC(C)SC2=Nc2cccc(S(=O)(=O)N(C)C)c2)c1 (stereo unspecified),-18,-14%,34%,12%,16%,20,-4%,0%
Cc1cccc(C)c1NC(=S)N(c1ccccc1)C(C)C,0,-4%,-10%,7%,?,1,27%,0%
Cn1c(=O)c2c(=O)cc(N)[nH]c2n(C)c1=O,3,4%,-24%,8%,10%,-10,-5%,11%
CCCCNC(=O)C(CC)Sc1nnc(-c2ccc(F)cc2)c(-c2ccc(F)cc2)n1 (stereo unspecified),5,nt,?,nt,16%,nt,5%,nt
COc1ccc(CNCc2ccc(C)cc2)c(OC)c1,-10,5%,-4%,6%,14%,1,-2%,5%

# Ordered by length of the SMILES (lowest first): 5 of the compounds above.
SMILES,D3 ag,EPAC2 antagonist,FUS suppressor,EPAC2 agonist,Abeta rescue,DRD3 antagonist,TDP43 rescue,aSyn yeast inh
Cn1c(=O)c2c(=O)cc(N)[nH]c2n(C)c1=O,3,4%,-24%,8%,10%,-10,-5%,11%
CN1CCN(C(=O)C23CC4CC(C)(CC(C)(C4)C2)C3)CC1,-21,4%,-24%,0%,8%,-71*,9%,0%
O=C(Nc1ccc(C(F)(F)F)cc1)C1CCCCN1S(=O)(=O)c1ccccc1 (stereo unspecified),-7,-23%,nt,1%,-3%,-4,?,10%
Cc1ccc(CNC(=O)C2CCN(S(=O)(=O)c3cccc4nonc34)CC2)cc1,7&0,7%,22%&-7%,-4%,-8%&-10%,0,-21%&8%,1%
C[C@H](CO)N1C[C@H](C)[C@@H](CN(C)C(=O)Nc2cccc(Oc3ccccn3)c2)OCc2cnnn2CCCC1=O,-6,-2%,18%,2%,6%,-12,16%,5%

# (next part)
SMILES,D3 ag,EPAC2 antagonist,FUS suppressor,EPAC2 agonist,Abeta rescue,DRD3 antagonist,TDP43 rescue,aSyn yeast inh
Cc1cccc(N2C(=O)c3cccnc3C2=O)c1,3,1%,13%,4%,2%,1,-6%,-9%
O=C(Nc1ccncc1)C1CCN(S(=O)(=O)c2cccs2)CC1,1,-7%,1%,6%,-9%,-7,-4%,0%
CCOC(=O)N1CCN(C(=O)/C(=C/c2ccc(OC)cc2)NC(=O)c2ccccc2)CC1,0,1%,17%,3%,9%,12,-1%,-4%
CN(C)CCNc1ccc(Cl)cc1[N+](=O)[O-],1,-3%,5%,8%,26%,1,-9%,4%
CCc1ccccc1NC(=O)c1cnc2sc(N3CCOCC3)nn2c1=O,-10,nt,-17%,nt,-15%,nt,-13%,nt
COCCn1nnnc1CN(Cc1cc2cc(OC)c(OC)cc2[nH]c1=O)C1CCCC1,1,16%[57.1 µM],-14%,-8%,26%,?,5%,0%
COc1ccc(S(=O)(=O)Nc2cc3c4c(oc3c3ccccc23)CCCC4=O)cc1,1,-7%,-6%,7%,-7%,?,-8%,-3%
COc1ccc([C@H]2C[C@H](O)[C@@H](n3cc(-c4ccc(F)cc4)nn3)CN2C(=O)C2CCCCC2)cc1,2,-12%,11%,7%,7%,4,1%,-1%
CCCCNC(=S)NCCN1CCN(C(=S)NCCCC)CC1,-9,16%,3%,2%,-15%,-17,-7%,2%
O=C(CSc1nc2ccncc2[nH]1)Nc1ccccc1C(F)(F)F,6&3,1%,-25%&15%,0%[15.6 µM],5%&-11%,43,-9%&-16%,-10%
COC(=O)c1cc2oc3ccccc3c2n1CC(=O)Nc1ccccc1OC,2,-1%,-17%,1%,0%,0,1%,0%
N#C/C(=C(/O)c1ccc([N+](=O)[O-])cc1)c1nc2ccccc2[nH]1,-12,2%,13%,9%,-10%,-25,-18%,-12%
Cc1ccc(NS(=O)(=O)c2ccc(CCC(=O)NCCCOC(C)C)cc2)cc1,-9,7%,nt,0%,-13%,10,-12%,-4%
CC(C)OCCc1cccc[n+]1[O-],-2,-2%,-16%,13%,-14%,?,9%,-3%
O=C(NCc1cccc(Cl)c1)C1Cc2c(-c3ccccc3Oc3ccccc3)ccnc2O1 (stereo unspecified),5,-2%,34%,6%,-7%,8,7%,1%
CC(C)(C)C1CCN2CCC[C@](c3ccccc3)(C1)C2OCCCO (stereo partly specified),8,-5%,2%,-3%,8%,36,16%,-12%
Cc1ccc(C)c(N2C(=O)c3cc(N4CCOCC4)c([N+](=O)[O-])cc3C2=O)c1,3,5%,nt,8%,16%,8,22%,1%
C=CCn1c(C)cc(C(=O)COc2ccc(C)nc2[N+](=O)[O-])c1C,10,-5%,16%,2%,18%,1,?,9%
O=S(=O)(Nc1ncccn1)c1ccc(NC(=S)N2CCN(c3cccc(C(F)(F)F)c3)CC2)cc1,-44,4%,nt,-2%,-16%,?,6%,2%
N#CCC(C(=O)c1cccnc1)c1ccccc1 (stereo unspecified),-5,1%,-7%,-6%,0%,8,1%,4%
O=C(NCc1ccncc1)C(=O)Nc1ccc2c(c1)OCO2,3,2%,-9%,1%,-12%,9,6%,4%
COc1cc(NC(=O)Cn2ccc3ccccc3c2=O)cc(OC)c1OC,-4,nt,-3%,nt,-6%,nt,7%,nt
OC[C@@H]1CN(Cc2ccco2)C[C@H](n2cnc3c(NC4CC4)ncnc32)O1,-16,16%,-19%,2%,4%,28,7%,1%
O=C(NCCc1ccccc1)c1ccc(-c2ccccc2Cl)o1,-36,-1%,-19%,13%,3%,-11,?,-7%
Cc1cccc(N(CC(=O)N/N=C/c2ccc(C(=O)O)cc2)S(=O)(=O)c2ccccc2)c1C,3,2%,-8%,4%,-8%,7,18%,9%
Cc1ccc(C)c(N2CCN(S(=O)(=O)CC34CCC(CC3=O)C4(C)C)CC2)c1 (stereo unspecified),-9,-4%,?,8%,-16%,4,8%,-1%
Cc1cc(=O)oc2cc(OCC(=O)N3CC(C)OC(C)C3)ccc12 (stereo unspecified),-14,13%,-3%,2%,-9%,-6,-25%,-14%
O=C(CSc1n[nH]c(=O)n1C1CC1)Nc1ccccc1,3,5%,15%,9%,6%,1,4%,-1%
O=C(COc1ccccc1F)NNC(=O)Cn1c(=O)cnc2ccccc21,-1,-11%,-20%,4%,-14%,7,9%,2%
CCC1CN(C(=O)Nc2ccccc2C(F)(F)F)c2ccccc2S1 (stereo unspecified),-19,nt,-9%,nt,-16%,nt,-4%,nt
CC1CC(=O)Nc2ccccc2N1S(=O)(=O)c1ccccc1 (stereo unspecified),1,2%,-1%,4%,10%,23,-4%,1%
COc1cc(/C=C/C(=O)N2CCN(C)CC2)cc(S(=O)(=O)N2CCc3ccccc32)c1OC,-1,-4%,10%,-4%,6%,-1,-10%,-1%
CCOC(=O)N1CCN(C(=O)CN(C)S(=O)(=O)c2ccc(Cl)cc2)CC1,0,-5%,-17%,13%,-24%,15,6%,3%
O=S(=O)(c1cccc(Cn2nnc(-c3ccccc3)n2)c1)N1CCOCC1,5,-13%,32%,13%,-7%,7,9%,-3%[1.84 µM]
COc1cc(C)nc(N(Cc2ccccc2)S(=O)(=O)c2ccccc2)n1,2,-8%,-4%,-2%,-4%,-9,12%,3%
CCC(C)NC(=O)Cn1cnc2sc(C)c(S(=O)(=O)N3CCCCC3)c2c1=O (stereo unspecified),1,1%,10%,6%,2%,10,6%,4%
N#Cc1cnn2c(N)c(-c3ccc(Cl)cc3)cnc12,4,-6%,-3%,4%,9%,13,?,-2%
O=C(COc1ccccc1)Nc1ccccc1N1CCN(c2ccccc2)CC1,10,4%,-21%,10%,5%,28,-9%,2%
CCOC(=O)Cn1c(=O)cc(C(F)(F)C(F)(F)F)c2c(C)nn(CC)c21,9,nt,?,nt,-14%,nt,7%,nt
O=C(Nc1nc2c(s1)CCCC2)c1nn(Cc2ccccc2)c(=O)c2ccccc12,12,3%,8%,14%,6%,-24,6%,-4%
COc1ccccc1NC(=O)CSc1nnc(-c2ccccn2)n1Cc1ccco1,-8,-1%,45%,13%,2%,2,4%,9%
Cc1csc(CNc2ncnc3ccc(-c4cccc(Cl)c4)cc23)c1,nt,-19%,-4%,5%,-43%[inhibitor],nt,nt,nt
O=C(Nc1ccccc1Br)C1CCN(S(=O)(=O)c2cccs2)CC1,1,3%,11%,9%,-2%,4,3%,1%
N#CCSc1ccccc1NC(=O)CN1C(=O)NC(CCc2ccccc2)C1=O (stereo unspecified),-10,2%,-1%,13%,4%,0,0%,-6%
COc1ccc(NC(=S)N2CCN(C/C=C/c3ccccc3)CC2)cc1,-2,-21%,12%,6%,5%,-7,-21%,7%
COc1ccc(-c2[nH]n(-c3ccc([N+](=O)[O-])cc3)c(=O)c2C=NCc2ccc(F)cc2)cc1,-4,-20%,nt,10%,-3%,-8,17%,0%

# Assay outcomes: PubChem, National Center for Advancing Translational Sciences (NCATS)

# Not all compounds are listed. The share of hits here may be higher or lower than overall.
